# From PubChem BioAssay
# A-T KAP1 phos: candidate therapy for ataxia-telangiectasia. AID 485349. […] A-T fibroblasts, KAP-1 phosphorylation AlphaLISA; neocarzinostatin DNA damage 30 min before lysis. actives 0.19% (n = 320,000). Potency, µM (series often up to 57.5 µM), for inactives: at the top dose activation, most hits filed as activators; further: potency means the concentration at half of the fitted maximal effect; % of control where 0% means no effect; nearly all actives have a fitted effect of over 45% in size
#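 hTERT-immortalized A-T patient fibroblasts ([…]), 500 cells/well in OPTI-MEM, 1% FBS, got compounds for 60 min, then NCS for 30 min at 37C. Lysates were then assayed for phospho-KAP-1 by AlphaLISA (anti-pKAP1 donor, anti-KAP1 acceptor beads), 6 hr at 25C.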
# TCR activator: T cell receptor activation; primary human leukocytes, anti-CD3, IL-2 HTRF, 48 h; Potency, µM (highest dose often 9.22 µM), for the others: at the highest dose activation of IL-2 secretion, most hits filed as activators; 330,000 tested, under 10 active; AID 504894; further: % of control where 0% means no effect
#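 HTRF read-out of IL-2 secretion: europium cryptate donor excited at 320nm, d2 acceptor emission at 665nm. Cells were primary human leukocytes incubated 48 hr with compounds and a-CD3 beads, supplying TCR signal only.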
# ELG1 DNA repair: blocks ELG1-dependent DNA repair in HEK293T cells. HEK293T ELG1-luciferase reporter, luminescence, 16 h; DNA damage induced by 5-fluorouridine. AID 504467. actives 2.3% (n = 330,000). Potency, µM (top dose mostly 46.1 µM), without a hit: top-dose activity change, negative = inhibition, actives largely listed as inhibitors; further: potency means the concentration at half of the fitted maximal effect; on the % scale 0 is the no-effect control and ±100 the full control effect; nearly all actives have a fitted effect of over 55% in size
#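 HEK293T cells expressing luciferase-tagged ELG1 (2,000/well) received 5-Fluorouridine plus compound or DMSO for 16 hr at 37 °C. Luciferase was read by ONE-Glo luminescence after 30 min at room temperature.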
# S-ASM inh: human S-ASM enzyme inhibition | P17405 | placental ASM, HMU-PC fluorogenic substrate, 60 min | Potency, µM (highest dose often 57.5 µM), inactives show at the highest dose activity change, negative = inhibition, usual class: inhibitors | actives 0.006% (n = 340,000); further: potency means the concentration at half of the fitted maximal effect
# Target sequence (P17405 47-631 limits assumed): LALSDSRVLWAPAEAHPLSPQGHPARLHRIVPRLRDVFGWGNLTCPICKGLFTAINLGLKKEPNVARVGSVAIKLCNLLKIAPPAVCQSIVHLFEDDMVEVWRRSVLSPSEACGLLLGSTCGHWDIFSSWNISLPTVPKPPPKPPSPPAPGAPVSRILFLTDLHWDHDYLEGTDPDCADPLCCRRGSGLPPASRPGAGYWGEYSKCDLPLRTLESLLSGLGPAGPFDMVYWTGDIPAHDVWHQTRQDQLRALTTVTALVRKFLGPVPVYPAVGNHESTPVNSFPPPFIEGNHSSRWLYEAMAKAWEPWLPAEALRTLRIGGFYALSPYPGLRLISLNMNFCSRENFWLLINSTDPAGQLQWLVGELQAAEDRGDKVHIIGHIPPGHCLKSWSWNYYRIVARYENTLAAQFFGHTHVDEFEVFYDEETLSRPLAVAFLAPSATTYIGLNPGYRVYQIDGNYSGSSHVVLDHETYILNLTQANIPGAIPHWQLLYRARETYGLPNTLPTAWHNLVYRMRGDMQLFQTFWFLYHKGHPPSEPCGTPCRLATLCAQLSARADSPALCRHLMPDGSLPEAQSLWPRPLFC
#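 Human placenta-derived ASM enzyme was preincubated with compound for 10 minutes at room temperature, then given fluorogenic substrate HMU-PC0 (9 uM final) for 60 minutes at 37 °C; a pH 10 stop preceded fluorescence reading at Ex 386/Em 447 nm.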
# a7 integrin act: activates integrin-mediated alleviation for muscular dystrophy; AID 624291; Potency, µM (doses to about 38.3 µM), for inactives: at the highest dose activation, most hits filed as activators; alpha7betagal myoblasts, beta-gal FDG fluorescence, 48 h; actives 0.064% (n = 350,000);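 further: potency means the concentration at half of the fitted maximal effect; 100% = response of the positive control SU9516; nearly all actives have a fitted effect of over 60% in size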
#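 Alpha7betagal+/- myoblasts (passage 13) were plated 16-24 hr, then exposed to compounds (1:260 dilution of DMSO stock) for 48 hours at 37C. After MPER lysis, β-galactosidase reporter activity was read as FDG fluorescence (ex 480/em 540) after 30 minutes.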
# TSHR antag: blocks TSH signaling through the human TSH receptor | activity change, negative = inhibition, % at 11.5 µM | AID 504810 | P16473 | TSHR-expressing cells, TSH-stimulated cAMP HTRF, 2 h; hits give low values | actives 0.2% (n = 330,000);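 active means activity change below a set negative limit, meaning inhibition stronger than a set level, cut at about -70% in these data; inconclusive means activity change between two set negative limits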; further: on the % scale 0 is the no-effect control and ±100 the full control effect
#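 Freshly harvested TSHR cells receive pin-tooled compound, then EC80 TSH at 4nM final. After 2 hours at 37 deg C, antibody in lysis buffer and cAMP-d2 are added; 30 minutes at ambient temperature precede the HTRF read.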
# TSG101-PTAP inh: blocks PTAP/TSG101 interaction to inhibit HIV-1 budding | Fluorescence polarization, FITC-PTAP peptide / Tsg101 binding | Potency, µM (series often up to 115 µM), for inactives: at the top dose activity change, negative = inhibition, most hits filed as inhibitors | 340,000 tested, under 10 active; active means well fitted inhibition curve with a large enough effect in the main read-out, with a control signal flat, not every such curve was filed as active; inconclusive means small, poorly fitted or top-dose-only effect, or effect the other way, or a change in a side signal; inactive means no such curve, though single readings can be large or run the other way; further: potency means the concentration at half of the fitted maximal effect; % of control where 0% means no effect
# Target sequence (Q99816 whole entry, looked up): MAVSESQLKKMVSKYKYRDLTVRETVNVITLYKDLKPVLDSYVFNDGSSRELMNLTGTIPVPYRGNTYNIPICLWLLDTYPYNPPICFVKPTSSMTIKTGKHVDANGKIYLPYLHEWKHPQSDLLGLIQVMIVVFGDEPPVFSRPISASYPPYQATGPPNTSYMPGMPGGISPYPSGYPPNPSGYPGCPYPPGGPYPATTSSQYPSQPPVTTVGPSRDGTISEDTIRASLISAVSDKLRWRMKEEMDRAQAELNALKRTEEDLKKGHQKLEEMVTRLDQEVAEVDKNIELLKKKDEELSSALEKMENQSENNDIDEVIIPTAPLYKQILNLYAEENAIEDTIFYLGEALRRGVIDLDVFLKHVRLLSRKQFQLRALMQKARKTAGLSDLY
#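 Fluorescence anisotropy tracks displacement of a FITC-tagged PTAP peptide (50 nM) from the Tsg101 binding domain (10 uM), following a 20 min room-temperature incubation at pH 7.5.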
# Tb PFK inh: inhibitors of T. brucei phosphofructokinase. actives 0.17% (n = 330,000). O15648. T. brucei PFK, ADP-Glo luminescence. Potency, µM (titrated, usually from 57.5 µM), for the others: top-dose activity, negative = inhibition, most hits filed as inhibitors;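 further: potency means the concentration at half of the fitted maximal effect; 0% = uninhibited 1x PFK enzyme wells and -100% = no-enzyme wells; nearly all actives have a fitted effect of over 60% in size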
#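 Activity is normalized to no-enzyme wells (full inhibition) and 1.25 nM enzyme wells (no inhibition). Reaction: 0.5 mM F6P, 0.1 mM ATP, 45 min RT, ADP-Glo luminescence; concentration-response curves fitted and classed by quality.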
# Chronic BCR inh: blocks chronic active B-cell receptor signaling. AID 493014. actives 0.05% (n = 340,000). Potency, µM (top dose mostly 46.1 µM), inactives show at the highest dose ratio change, negative = lower green/red ratio, hits mostly inhibitors. ABC-DLBCL IkBa-CBG/CBR reporter, luminescence ratio, 4 h; active means well fitted inhibition curve with a large enough effect in the signal ratio, with a control signal flat, not every such curve was filed as active; inconclusive means small, poorly fitted or top-dose-only effect, or effect the other way, or a change in a side signal; the % refers to the signal ratio;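 further: potency means the concentration at half of the fitted maximal effect; plate controls were basal doxycycline-induced cells for no effect and cells given 10 µM MG132 for full effect; MG132 reads +100%, hits lower the ratio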
#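 Cell line TMD8 (human ABC DLBCL), stably expressing tet-inducible CBG68-IkBa fusion and CBR; IMDM/0.5% FBS; cpd up to 46 uM; dox induction, 4 h, 37C/5% CO2; dual luminescence; green/red ratio; MG132 control.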
# Mito fusion yeast: mitochondrial division inhibition or fusion activation; AID 485298; S. cerevisiae fusion-defective mutant growth rescue, CellTiterGlo 48 h; actives 0.23% (n = 320,000); Potency, µM (highest dose often 46.1 µM), inactives show at the highest dose growth rescue (activation), actives largely listed as activators;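 further: potency means the concentration at half of the fitted maximal effect; % of control where 0% means no effect; nearly all actives have a fitted effect of over 45% in size; temperature-sensitive fusion mutants such as fzo1-1 at 37 °C on non-fermentable ethanol glycerol medium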
#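 Yeast fusion mutant, YPEG (non-fermentable carbon), compound, 48 h at 37C non-permissive; CellTiterGlo added, 10 min RT, luminescence read. Rescued growth = division inhibition.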
# Eya2 phos inh: Eya2 (human) phosphatase inhibition. O00167. recombinant Eya2, OMFP fluorescence dephosphorylation (OMFP is methylfluorescein phosphate). Potency, µM (highest dose often 76.9 µM), for inactives: at the top dose activity, negative = inhibition, hits mostly inhibitors. actives 0.006% (n = 330,000). AID 488837; further: potency means the concentration at half of the fitted maximal effect; on the % scale 0 is the no-effect control and ±100 the full control effect
#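 Eya2 protein (added as 0.2 uM solution) was preincubated with compound for 10 min at ambient temperature in 50 mM HEPES pH 7.5, 50 mM NaCl, 5 uM MgCl2, 0.05% BSA, 1 mM DTT. OMFP (added at 50 uM) then reacted 10 min; fluorescence read at 485/525 nm.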
# Starred values were filed as active, the others as inactive; i = inactive; u = inconclusive; x = no result given; [ ] = another dose, or the depositor's remark. Unless noted, the call rests on the fitted dose curve; in most records, active means well fitted curve in the direction sought with a large enough effect; inconclusive means small, poorly fitted or top-dose-only effect, or another doubt; inactive means no such curve, though single readings can be large; an effect the other way counts as inactive or inconclusive.
SMILES,ELG1 DNA repair,TSG101-PTAP inh,Chronic BCR inh,TCR activator,S-ASM inh,A-T KAP1 phos,Eya2 phos inh,TSHR antag,a7 integrin act,Tb PFK inh,Mito fusion yeast
COc1ccc(/C=N/NC(=O)c2cccc(C(F)(F)F)c2)cc1,11%,-1%,u,-5%,2%,1%,7%,-5,-9%,-9%,u
Cc1cccc(N(Cc2ccc(Cl)cc2)S(C)(=O)=O)c1,10%,-6%,0%,1%,-2%,4%,u,-1,11%,-2%,-8%
CC(=O)n1cc(/C=N/NC(=O)c2sc(C)nc2C)c2ccccc21,-18%,-3%,u,0%,-3%,-4%,-16%,-16,9%,0%,4%
O=C(NCCCCc1ccccc1)C12CN(Cc3ccccc3)CC1C(c1cccc([N+](=O)[O-])c1)=NO2 (centres undefined),-16%,-9%,15%,5%,13%,-3%,10%,-24,1%,0%,-2%
CC(=O)N(c1ccc2oc(=O)sc2c1)S(=O)(=O)c1ccc(C)cc1,3%,-6%,u,-4%,4%,-8%,1%,-2,11%,26%,-34%[inhibitor]
CCc1nn(-c2ccccc2)c(N)c1-c1ccc(OC)c(OC)c1,10%,0%,u,-2%,4%,7%,-26%,6,10%,-1%,2%
Cn1nc(C(=O)OCC(=O)c2ccccc2)c2ccccc2c1=O,u,-3%,u,-5%,0%,-6%,-14%,-14,6%,4%,x
O=c1[nH]c2c(s1)C(c1ccc(O)cc1)C1C3CCC(C3)C1S2 (centres undefined),5%,-1%,15%,-1%,-15%,-7%,19%,-20,-4%,-7%,2%
CN(C)S(=O)(=O)c1ccc(Cl)c(NC(=O)CSc2nc3c(cc2C#N)C(=O)CC(C)(C)C3)c1,-16%,-2%,1%,-9%[46.1 µM],-2%,-5%,6%,8,-13%,-2%,0%
S=C(NC1CCCC1)NC1CCCC1,-11%,-4%,0%,-4%,2%,-3%,-4%,-6,-3%,1%,-4%
CC(C)c1nnc(NC(=O)COC(=O)/C=C/c2ccc([N+](=O)[O-])cc2)s1,-5%,0%,0%,-2%,-1%,2%,4%,-12,-9%,3%,-2%
O=C(COC(=O)c1cc(Cl)ccc1O)Nc1ccc2c(c1)OCCO2,-12%,4%,u,x,14%,-2%,10%,1,u,0%,-3%
c1ccc(-c2cc(-c3nc4ccccc4[nH]3)c3ccccc3n2)cc1,21µM*,-1%,u,4%,197%[activator],x,3%,-14,u,-2%,u
CC(=O)N1CCc2c(sc(NC(=O)Cc3ccc(C)cc3C)c2C#N)C1,9%,1%,6%,1%,5%,-4%,13%,10,-19%,5%,6%
Cc1ccccc1NC(=O)Cn1cnc2c(oc3nc4c(cc32)COC(C)(C)C4)c1=O,6%,-7%,-2%,-1%[46.1 µM],2%,1%,7%,-6,18%,7%,0%
Cc1ccc(NC(=O)CCSc2nnc(C)o2)cc1,-1%,-8%,2%,-2%,-1%,0%,8%,7,-24%,-2%,2%
O=C(c1ccco1)N1CCCC(c2nc3c(nnn3Cc3cccc(Cl)c3)c(=O)[nH]2)C1 (centres undefined),13%,-4%,-2%,6%,-1%,2%,0%,-1,-11%,1%,-8%
O=C(CCCN1C(=O)/C(=C\c2ccccc2)SC1=S)N1CCOCC1,18µM*,-4%,u,11%,-11%,7%,2%,-7,-35%,0%,x
COc1ccc(/C=N/NC(=O)c2ccc(CN3c4cccc5cccc(c45)S3(=O)=O)cc2)cc1,u,-1%,u,-3%[46.1 µM],53%[activator],-2%,0%,1,-2%,0%,-3%
CN(C)CC1CCCCC1OC(=O)c1ccc(Br)cc1 (centres undefined),13%,1%,-1%,4%,-1%,0%,3%,6,-7%,0%,-2%
CS(=O)(=O)Nc1cccc(C2=NN(C(=O)c3ccc(F)cc3)C(c3cccs3)C2)c1 (centres undefined),u,-9%,u,-9%,-18%,2%,-20%,-4,-2%,8%,7%
Nc1c(C(=O)NCc2ccccc2)sc2nc(N3CCOCC3)c3c(c12)CCCC3,u,-10%,-1%,3%,i,16%,-4%,-7,6%,-2%,-2%
COc1ccccc1Cn1c(=S)[nH]c2ccccc2c1=O,-1%,-3%,-16%,-3%,-2%,-2%,-7%,20,1%,1%,-18%
CCN1CCSc2ccc(C(=O)Nc3ccc(NC(C)=O)cc3)cc21,0%,0%,2%,-4%,63%[activator],-6%,0%,0,-17%,-8%,4%
O=C(c1cccs1)c1ccc(-c2cccs2)s1,u,-1%,u,12%,296%[activator],32%,-3%,-44,4%,0%,-1%

# Retrieved by compound from the list above, three records:
SMILES,ELG1 DNA repair,TSG101-PTAP inh,Chronic BCR inh,TCR activator,S-ASM inh,A-T KAP1 phos,Eya2 phos inh,TSHR antag,a7 integrin act,Tb PFK inh,Mito fusion yeast
O=C(CCCN1C(=O)/C(=C\c2ccccc2)SC1=S)N1CCOCC1,18µM*,-4%,u,11%,-11%,7%,2%,-7,-35%,0%,x
CC(=O)N(c1ccc2oc(=O)sc2c1)S(=O)(=O)c1ccc(C)cc1,3%,-6%,u,-4%,4%,-8%,1%,-2,11%,26%,-34%[inhibitor]
O=C(c1cccs1)c1ccc(-c2cccs2)s1,u,-1%,u,12%,296%[activator],32%,-3%,-44,4%,0%,-1%

# Remaining list, next part:
SMILES,ELG1 DNA repair,TSG101-PTAP inh,Chronic BCR inh,TCR activator,S-ASM inh,A-T KAP1 phos,Eya2 phos inh,TSHR antag,a7 integrin act,Tb PFK inh,Mito fusion yeast
O=C(N/N=C/c1cc([N+](=O)[O-])ccc1O)c1cc(-c2ccccc2)nc2ccccc12,u,6%,-1%,8%[46.1 µM],-27%,-5%,4%,-2,-5%,0%,7%
CC(C)C(=O)Nc1ccc([N+](=O)[O-])cc1Br,-2%,-2%,4%,-2%[46.1 µM],2%,2%,-1%,2,16%,0%,0%
Cc1ccc(CNC(=O)C(=O)NCC(c2ccco2)N2CCOCC2)cc1 (centres undefined),-2%,1%,u,-1%[46.1 µM],-1%,-2%,-2%,11,2%,6%,-5%
Cc1cc(C)nc(N2CCC(C(=O)NCc3ccccc3)CC2)n1,12%,-6%,8%,-5%[46.1 µM],-2%,-1%,3%,-3,16%,0%,-4%
CCOC(=O)c1cc(NCc2cccs2)ccc1N1CCOCC1,-12%,-6%,u,-1%,17%,4%,0%,-10,19%,-1%,1%
Cn1ccnc1SCC(=O)c1ccc([N+](=O)[O-])cc1,-1%,-2%,u,4%,4%,4%,-9%,-2,-19%,-2%,-7%
N#Cc1cccc(NC(=O)CCn2ccnc2)c1,19%,1%,-10%,2%,0%,-7%,5%,10,19%,-1%,7%
CCOC(=O)c1oc2cc(O)ccc2c(=O)c1-c1csc(C)n1,-10%,-5%,1%,-1%,4%,0%,-31%,0,11%,1%,-2%
COc1ccccc1NC(=O)NNC(=O)c1cc2ccccc2cc1O,1%,-7%,2%,-2%,-1%,-2%,3%,-7,14%,0%,2%
CC(CNC(=O)C(C)C)NC(=O)C(C)C (centres undefined),-6%,1%,8%,-8%,0%,2%,-19%,-7,18%,-1%,0%
CCOC(=O)CCc1c(C)c2ccc(OCc3cc([N+](=O)[O-])ccc3OC)c(C)c2oc1=O,9%,x,3%,-4%[46.1 µM],x,-6%,1%,-12,x,-4%,1%
CC(CCn1cccn1)NC(=O)CCc1nnc(CCc2ccccc2)o1 (centres undefined),9%,-2%,1%,-4%,3%,1%,10%,-4,-6%,1%,-3%
